# Screens from PubChem.
# Peg3 prom inh: reduces Peg3 promoter-driven luciferase expression in HeLa | inhibition, % at 20 µM | actives 1.7% (n = 360,000) | HeLa PEG-Prom luciferase reporter, luminescence, overnight;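 active = inhibition of at least 50% at 20 µM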
# NR2E3 ag-1: activates human NR2E3 receptor; CHO-S Gal4-NCOR/VP16-NR2E3 two-hybrid, luciferase; inhibition of corepressor binding, % at 3.98 µM; actives 0.35% (n = 360,000); AID 602229;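 active = inhibition above the mean of all tested compounds plus 3 SD, cut at about 70% in these data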;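 note: 0% = DMSO with NR2E3 transfected cells and 100% = cells lacking NR2E3 construct; higher means lower luciferase signal from less NR2E3 corepressor binding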
# Target sequence (Q9Y5X4 whole entry, looked up, the tested form may be a part): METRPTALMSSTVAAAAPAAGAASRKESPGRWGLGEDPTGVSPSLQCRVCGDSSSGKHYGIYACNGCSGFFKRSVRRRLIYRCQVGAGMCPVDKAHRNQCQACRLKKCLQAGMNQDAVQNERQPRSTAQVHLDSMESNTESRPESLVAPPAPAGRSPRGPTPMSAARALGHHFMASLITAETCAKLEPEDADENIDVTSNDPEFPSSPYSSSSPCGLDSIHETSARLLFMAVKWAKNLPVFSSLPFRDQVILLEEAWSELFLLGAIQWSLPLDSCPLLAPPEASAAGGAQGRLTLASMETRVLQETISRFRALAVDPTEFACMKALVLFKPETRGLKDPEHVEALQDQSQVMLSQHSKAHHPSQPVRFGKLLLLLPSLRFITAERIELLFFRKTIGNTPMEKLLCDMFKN
# NR2E3 ag-2: NR2E3 (human) agonism | Q9Y5X4 | GST-NR2E3/biotin-RetCOR TR-FRET, 1536-well | inhibition of corepressor binding, % at 4.78 µM | actives 0.12% (n = 320,000) | AID 2300;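 active = percent inhibition above the cutoff of mean plus 3 SD of all tested compounds, set per screening campaign, cut at about 20% in these data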;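 note: 0% = DMSO wells and 100% = biotin wells as full block of FRET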
#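 Format: 1536-well format; test system: GST-NR2E3 and biotin-RetCOR proteins; read-out basis: percent inhibition of TR-FRET ratio; timing: 5 h incubation at 4 °C; detection: time-resolved FRET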
# iPSC survival up: increases survival of single human iPS cells | hiPSC single-cell survival, ATPlite luminescence; 100% = ROCK inhibitor wells, 0% = DMSO | survival enhancement, % at 20 µM | actives 0.044% (n = 360,000); in the data active = survival enhancement above about 18%;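 note: cells exposed to compounds for 16 hours before the ATP read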
# PDI inh: inhibitors of human protein disulfide isomerase; P07237; PDI insulin aggregation turbidity, A650, 90 min; inhibition, % at 10 µM; actives 0.052% (n = 350,000); AID 588391;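 active = mean inhibition across replicates of 30% or more, whatever share of single replicates reach that level; inconclusive = mean inhibition below 30% while every single replicate reaches 30%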;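 note: absorbance from insulin aggregation driven by PDI reduction with DTT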
# Target sequence (P07237 whole entry, looked up): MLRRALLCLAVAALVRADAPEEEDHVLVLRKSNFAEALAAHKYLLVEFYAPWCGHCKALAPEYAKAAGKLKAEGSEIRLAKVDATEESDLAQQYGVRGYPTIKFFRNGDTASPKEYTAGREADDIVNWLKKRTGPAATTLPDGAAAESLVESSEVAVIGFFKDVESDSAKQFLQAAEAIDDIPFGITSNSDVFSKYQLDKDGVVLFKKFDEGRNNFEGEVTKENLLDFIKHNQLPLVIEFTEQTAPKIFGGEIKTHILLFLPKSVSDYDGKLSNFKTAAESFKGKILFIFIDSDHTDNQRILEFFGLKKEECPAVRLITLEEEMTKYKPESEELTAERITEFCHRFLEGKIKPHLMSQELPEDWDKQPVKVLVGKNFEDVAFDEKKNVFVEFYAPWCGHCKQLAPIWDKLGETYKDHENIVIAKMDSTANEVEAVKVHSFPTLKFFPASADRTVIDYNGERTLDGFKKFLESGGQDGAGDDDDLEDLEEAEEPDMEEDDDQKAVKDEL
# Exocytosis inh: blocks lytic granule exocytosis; TALL-104 LAMP-1 surface exposure, flow cytometry; cells stimulated with thapsigargin and PMA; inhibition, % at 10 µM; actives 0.66% (n = 360,000); AID 651702;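 active = inhibition above about 55%, limit read from the data; inconclusive = no clear call, values can overlap the other calls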
# HIF-2a block: inhibitors of HIF-2a; 786-0 RCC cells HIF-2a reporter, luciferase luminescence, overnight; inhibition, % at 18.8 µM; actives 0.72% (n = 360,000);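 active = inhibition of the luminescence signal of 40% or more relative to plate controls, in a single-dose primary screen at 18.75 µM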
# MITF TRPM1 inh: MITF TRPM1 promoter inhibition in SK-MEL-5 cells. SK-MEL-5 TRPM1 promoter luciferase, 24 h. inhibition, % at 12.5 µM. actives 0.83% (n = 330,000);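 active = mean inhibition across replicates of 60% or more, whatever share of single replicates reaches that level; inconclusive = some that reach 60%, reason not given; inactive = mean inhibition across replicates below 60%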; note: values of inactives mirror those of a sister screen read the other way
# aDG glyco up: increases alpha dystroglycan glycosylation; actives 0.22% (n = 360,000); AID 624168; activation, % at 10 µM; Pro5-aDG cells, alpha-DG glycosylation AlphaScreen (IIH6); 0% Pro5, 100% B10-LARGE cell signal;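 active = activation of at least 8% versus controls, or a plate z-score of at least 8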;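 note: Pro5 are CHO cells carrying HIG-tagged alpha-DG that lacks glycosylation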
# Vif imaging: blocks HIV Vif function. HEK293T cells, Vif self-association by quenched fluorescence, imaging, 24 h. inhibition, % at 7.49 µM. actives 0.35% (n = 340,000); in the data active = inhibition above about 50%, passing the limit was not always enough; inconclusive = no clear call, values can overlap the other calls; inactive = below about 31%; note: some results filed as inactive read as strong as hits
# CaV13 FRET inh: Primary screen for inhibitors of IQ motif and Ca2+-dependent inactivation inhibitor domain binding in CACNA1D, Förster resonance energy transfer in living cells, …; HEK cells, CFP/YFP FRET ICDI-IQ, plate reader, 10 min; percent FRET-ratio fall versus neutral wells; inhibition, % at 12.3 µM; actives 0.098% (n = 340,000);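 active = mean replicate inhibition of at least 30% and at least 1% of replicates passing that level; inconclusive = only one of the two criteria is met; inactive = neither criterion is met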;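 note: 0% = median of the neutral control wells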
# The depositor's hits bear a star; ? = inconclusive; nt = not tested or not shown.
Compound,Peg3 prom inh,NR2E3 ag-1,NR2E3 ag-2,iPSC survival up,PDI inh,Exocytosis inh,HIF-2a block,MITF TRPM1 inh,aDG glyco up,Vif imaging,CaV13 FRET inh
Cc1ccc(S(=O)(=O)N2CCN(C(=O)C3CCCO3)CC2)cc1C (configuration not stated),16,-4,2,-0.5,2,-2,9,3,0.2,nt,-3
CCOC(=O)/C=C(\C)N1N=C(c2ccccc2)CC1c1ccccc1 (configuration not stated),-238,-78,-2,0.1,2,-5,-265,-35,-0.5,3,-12
CCOc1ncccc1C(=O)OCC(=O)Nc1cccc(C(C)=O)c1,13,-17,3,0.5,-2,1,6,14,0.1,nt,-9
COC(=O)[C@@H](NCc1ccc(OC)c(B(O)O)c1)C(C)C,7,-29,nt,2.1,2,-1,2,7,0.1,nt,-7
CCOC(=O)C1CCCN(C(=O)c2ccc(S(=O)(=O)Nc3ccccc3OC)cc2)C1 (configuration not stated),24,8,3,0.1,-37,-7,1,18,0.2,-7,-5
CCn1nnnc1NCc1ccc(OCc2c(F)cccc2Cl)c(OC)c1,19,-4,-1,-0.8,1,-7,10,-10,0.2,14,-15
CC(=O)Nc1ccc(S(=O)(=O)N2CCN(c3nc4ccccc4n3CC(C)C)CC2)cc1,7,-8,nt,1.7,-13,10,12,-3,0.0,5,-5
Cc1cc(C(=O)Nc2cc(S(C)(=O)=O)ccc2Cl)c(C)o1,5,-15,nt,5.1,-5,5,2,10,-0.2,6,-6
O=C(COC(=O)c1nc(Cl)ccc1Cl)NCc1ccc(Cl)cc1,-2,18,4,0.1,8,-1,5,-3,-0.2,-4,-5
O=[N+]([O-])c1cccnc1Sc1ccc(Cl)cc1,-4,-16,2,-0.4,-4,-5,-2,7,-0.2,-1,-18
Cc1nnsc1C(=O)Nc1ccc(Cl)cc1Cl,-12,-13,-3,-1.1,-2,2,0,-7,0.0,-13,-5
CCCCN1C(=O)C(CC(=O)NC2CCCC2)CC(C(=O)N2CCCCCC2)=C1C (configuration not stated),nt,-8,nt,1.9,nt,0,8,nt,0.0,nt,-13
O=C(O)COc1ccccc1/C=C1\SC(=S)N(/N=C/c2ccccc2O)C1=O,-16,3,0,-0.5,5,4,-29,-1,0.0,-7,-5
COc1cc(NC(=O)Cn2c(=O)n(-c3cccc(C)c3)c(=O)c3c(C)c(C)sc32)cc(OC)c1,27,6,0,-0.3,-3,-4,8,5,0.0,0,-4
CCCC(c1nnnn1C(C)(C)C)N1CCN(Cc2ccccc2)CC1 (configuration not stated),12,-8,-3,0.5,4,7,9,8,-0.1,28,-6
Fc1ccccc1NC(=S)NC1CCCC1,-4,-7,0,2.2,-4,-2,-20,-13,0.0,-3,-2
O=C(CSc1nnnn1-c1ccc(O)cc1)c1cc2ccccc2o1,17,2,-1,1.4,5,5,1,11,-0.2,-20,-5
CCCCN(C(=O)CCC(=O)Nc1cc(C)on1)C(C(=O)NC1CCCC1)c1ccc(OCC)cc1 (configuration not stated),30,-6,0,-0.5,-4,0,8,36,0.3,5,-7
CC(C)NC(=O)NC(=O)COC(=O)CCOc1ccccc1,24,-17,-1,1.8,-3,4,18,-2,-0.1,2,-6
O=P(Cc1cc(Br)cc(Br)c1OCCO)(c1ccccc1)c1ccccc1,12,14,3,-0.1,-5,-3,9,3,0.1,4,-1
CC(C)CC1CCCCC1OC(=O)C[N+]1(C)CCCCC1 (configuration not stated),0,-2,-4,-0.5,6,-1,-1,3,-0.4,-9,-1
C/C(=N/NC(=O)c1ccc(C)nc1)c1ccc2c(c1)CCCC2,-5,-7,0,0.7,-9,1,-6,-13,-0.2,-2,-2
Cc1nonc1OCCNCCNc1ccccc1[N+](=O)[O-],0,5,3,0.4,3,4,7,3,-0.3,-13,9
CCC(OC(=O)c1nsc(Cl)c1Cl)C(=O)NCc1ccco1 (configuration not stated),-1,-7,2,-2.2,7,-11,15,6,0.2,3,-3
CCC(=O)NC(O)C(=O)c1ccc(C)cc1 (configuration not stated),-28,-25,2,0.7,5,-1,12,0,0.0,0,-4
Cc1ccc(C2=CSC3=NCCN23)c(C)c1,-7,-29,0,5.7,-1,3,1,6,-0.1,0,nt
CCCn1c(NCc2c[nH]c3ccccc23)nc2ccccc21,-86,-15,1,0.8,3,2,-138,-10,0.3,-6,-7
CCOC(=O)[C@H]1[C@H]2COc3ccc(C)cc3[C@@H]2N2C(=O)c3ccccc3NC(=O)[C@@]12C,5,-29,4,1.8,-3,0,-9,1,0.3,1,-3
Cc1ccc(C(=O)NC(C)c2ccncc2)o1 (configuration not stated),-13,7,4,-0.3,5,-9,-6,1,0.1,-12,-6
O=C(CNC(=O)c1ccccc1)OCc1nnc(-c2ccc(Cl)cc2)o1,-3,-13,-3,-0.2,7,0,-17,-2,-0.5,0,nt
COc1ccc(CCN2CC(C(=O)NCc3nc4ccccc4n3C)CCC2=O)cc1 (configuration not stated),-15,6,3,-0.3,6,1,-1,-8,-0.1,8,-6
O=C1CC(c2ccccc2)CC(O)=C1C=NCC1CCCO1 (configuration not stated),4,-10,2,2.1,-7,-4,-1,6,0.1,11,-6
CSc1ccc(CNCc2ccco2)cc1,-2,-3,-3,0.1,-8,-8,-6,7,-0.1,-2,-1
CC(C)Oc1ccc(F)cc1-c1cc(C(=O)NCc2cccs2)[nH]n1,5,-18,nt,2.1,0,-3,-10,nt,0.1,3,-10
O=C(O)c1cccc(S(=O)(=O)NCC2CCCO2)c1 (configuration not stated),9,-24,3,-1.2,5,-7,11,3,-0.2,nt,-4
COc1ccc(C(=O)COC(=O)c2c(C)noc2C)cc1Cl,-6,-29,nt,-1.6,-1,-3,-10,2,-0.1,8,-10
Cc1cccc(COC[C@H](Cc2ccccc2)N2CCN(C(=O)c3cccc(Cl)c3)CCC2=O)c1,nt,1,nt,-1.0,nt,24,-1,nt,0.2,nt,-5
CC1(C(=O)NS(C)(=O)=O)CCN1C(=O)CC(c1ccccc1)c1ccccc1 (configuration not stated),10,-40,nt,4.6,-40,-5,6,nt,-0.2,-11,-9
COc1cccc(CNC(=O)C2CCN(S(=O)(=O)N3CCCCC3)CC2)c1,6,14,-1,-0.5,6,7,-6,-5,-0.1,8,-3
CCc1cccc(C)c1NC(=O)C1CCN(C(=O)c2ccc([N+](=O)[O-])cc2)CC1,10,1,-1,3.8,3,16,7,-3,-0.3,-11,-2
CC1(C(=O)NS(=O)(=O)c2ccc(C#N)cc2)CCN1C(=O)c1cccc(F)c1 (configuration not stated),12,1,nt,0.6,-4,9,15,nt,-0.2,7,-5
Cc1cc(NC(=O)COC(=O)C2CCN(S(=O)(=O)c3c(Cl)cccc3Cl)CC2)no1,13,-6,2,-1.9,-2,-1,14,-3,-0.3,20,nt
Cc1cccn2c(=O)c3cc(C(=O)N4CCOCC4)n(C)c3nc12,11,-21,2,-0.4,0,3,-11,0,0.0,5,-6
O=S(=O)(Nc1ncccn1)c1ccc(NS(=O)(=O)c2cc(Cl)ccc2Cl)cc1,6,-27,2,2.4,2,0,9,-10,-0.2,-1,-5
O=C(NCC1CCCO1)c1ccc2c3n(nc2c1)-c1ccccc1CO3 (configuration not stated),-264,-123,3,-2.2,-2,3,-252,-87,0.4,nt,-5
CC(C)CC1(C)NC(=O)N(CCN2C(=O)c3ccccc3C2=O)C1=O (configuration not stated),9,11,0,1.8,-3,1,5,-6,-0.2,nt,-3
COCCCNC(=O)c1ccc(CS(=O)(=O)c2ccc(Br)cc2)o1,-5,-26,0,0.3,nt,2,0,-4,-0.3,-2,-3
O=C1NC(=O)/C(=C/c2ccc(OS(=O)(=O)c3ccc(F)cc3F)cc2)N1,-7,8,1,2.9,-10,-8,-3,10,0.1,nt,-5
CC(C)Oc1ccc(C(=O)Nc2ccc(S(=O)(=O)N3CCN(C)CC3)cc2)cc1,-6,-13,2,-0.2,-3,0,5,5,0.1,-3,-5
CCc1ccccc1NC(=O)CC1SCCNC1=O (configuration not stated),1,15,3,0.7,-4,1,12,-13,-0.2,4,-6
CCCn1nc2cc(C(=O)NCc3ccc(C)cc3)ccc2c1OCC,7,-24,0,2.1,1,22,-8,-15,0.0,-2,-5
CC(C)C[C@H]1CNC(=O)C(=O)N1CC1CCN(CCC(C)c2ccccc2)CC1 (some centres not stated),-10,6,nt,0.3,nt,1,12,nt,0.0,3,-8
O=C(/C=C/c1ccc([N+](=O)[O-])cc1)Nc1cccc(C(=O)Nc2ccccc2C(=O)O)c1,15,-9,2,-0.7,-5,-6,14,2,0.1,5,-20
CCCOC(=O)c1ccc2c(c1)C(=O)N(c1ccccc1)C2=O,10,-23,0,2.4,-7,-3,-10,-3,0.0,4,nt
CCCCC[C@@H](C)N1C[C@H](COCc2ccccc2)Oc2cc(N3CCC[C@@H]3CO)ccc2S1(=O)=O,nt,-32,nt,1.0,nt,14,-2,nt,0.1,nt,-9
Cc1nnc(NC(=O)c2cccc(S(=O)(=O)N3CCc4ccccc43)c2)s1,16,-11,-2,0.7,-1,-2,19,2,-0.2,9,-6
CN(NC(N)=O)c1ncc(C(F)(F)F)cc1Cl,5,-6,1,1.4,-16,4,8,0,1.4,3,-6
CCn1c(SCc2ccc(C(=O)Nc3cc(C)cc(C)c3)cc2)nnc1-c1ccncc1,20,-6,3,-0.6,-18,-2,7,-17,0.1,2,-5
COc1ccccc1-c1oc2ccccc2c1C#CCO,-8,0,nt,-1.9,-3,1,2,-17,-0.4,0,-12
Cc1cc(Nc2ccc(F)c(Cl)c2)n2nc(C)nc2n1,6,18,3,-2.1,nt,5,10,7,0.2,-5,-4

# Next part:
Compound,Peg3 prom inh,NR2E3 ag-1,NR2E3 ag-2,iPSC survival up,PDI inh,Exocytosis inh,HIF-2a block,MITF TRPM1 inh,aDG glyco up,Vif imaging,CaV13 FRET inh
CCCc1cc(N2CCCC(C(=O)NCC)C2)n2ncnc2n1 (configuration not stated),-2,-15,4,2.1,1,-2,17,-8,0.3,?,-9
Cn1cnc(C(=O)NC2CCN(C(=O)OC(C)(C)C)CC2)c1C(=O)NC1CCN(C(=O)OC(C)(C)C)CC1,9,-8,nt,-2.3,1,4,11,-14,0.3,nt,-5
O=C(CSc1nnc(CNC(=O)c2ccccc2F)o1)Nc1ccc2c(c1)OCCO2,-3,-9,0,-1.9,-5,2,1,-4,0.0,42,-6
CN(C(=O)COc1cccc(C#N)c1)C1CCS(=O)(=O)C1 (configuration not stated),-6,26,4,1.3,1,8,-1,1,0.0,-3,-6
COc1ccc(C(=O)NC(=S)N2CCCCC2c2cccnc2)cc1OC (configuration not stated),-3,7,2,-1.4,nt,-3,9,nt,-0.2,-5,nt

# Hits appear at their usual frequency; about 3.5% have a hit in one of these screens.
